EP2 mod: modulators of human EP2 prostaglandin E2 receptor. P43116. EP2-expressing cells, cAMP HTRF FRET, PGE2 co-stimulation. induction, % at 25 µM. 0.83% of 260,000 active;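 active means compounds whose cAMP rise, as percent of the full-agonist control response, exceeds 60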;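 further: rat C6 glioma line stably carrying human EP2 under a CMV promoter; the protocol text gives 20 µM as final concentration; 100% = response of wells given 1 µM PGE2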
Target sequence (P43116 whole entry, looked up): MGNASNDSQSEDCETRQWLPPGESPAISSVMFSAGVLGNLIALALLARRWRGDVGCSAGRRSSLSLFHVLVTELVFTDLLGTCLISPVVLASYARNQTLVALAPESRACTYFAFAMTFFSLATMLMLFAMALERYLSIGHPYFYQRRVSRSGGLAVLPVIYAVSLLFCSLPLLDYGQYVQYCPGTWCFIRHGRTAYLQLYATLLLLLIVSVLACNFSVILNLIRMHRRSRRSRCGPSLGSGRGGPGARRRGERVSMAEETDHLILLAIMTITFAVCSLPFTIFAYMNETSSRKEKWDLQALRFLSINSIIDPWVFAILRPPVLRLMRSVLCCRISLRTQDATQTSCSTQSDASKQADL
EP2 antag: blocks the human prostaglandin E2 receptor EP2. P43116. 0.52% of 260,000 active. C6 glioma cells expressing human EP2, cAMP TR-FRET; cells stimulated with saturating PGE2. inhibition, % at 25 µM;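 active means percent inhibition above 40 after rounding to a whole number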;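 further: rat C6 glioma host cells with rolipram phosphodiesterase inhibitor present; the protocol text gives 20 µM as final concentration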
Starred values were filed as active, the others as inactive.

Every second line gives: EP2 mod | EP2 antag
- COc1ccc(C2/C(=C(/O)c3ccc(C)cc3)C(=O)C(=O)N2CC2CCCO2)c(OC)c1 (centres undefined)
  0 | 16
- C=CCn1c(NCCCOCC)nc2c1c(=O)[nH]c(=O)n2C
  -18 | 7
- COc1cc(OC)cc(C(=O)N2CCC(C(=O)NC(C)(C)C)CC2)c1
  -8 | 11
- Cn1c(SCC(=O)Nc2ccc(OCc3ccccc3)cc2)nnc1C1CC1
  -25 | 7
- CC(=O)C1=C(O)C(=O)N(C)C1c1ccccc1Cl (centres undefined)
  9 | 7
- Cc1ccc(NC(=O)C2CC(=O)n3cnnc3N2)cc1Cl (centres undefined)
  2 | 17
- COc1ccccc1Cc1nnc(NC(=O)CN2CC(C)OC(C)C2)s1 (centres undefined)
  -6 | 8
- CC(C)(C)n1nnnc1C(c1cc2cc3c(cc2[nH]c1=O)OCO3)N1CCc2ccccc2C1 (centres undefined)
  13 | 6
- Cc1cccc2cc(CN(C(=O)Nc3cccc(Cl)c3)C3CCCC3)c(=O)[nH]c12
  25 | 8
- Cc1cccc(NC(=S)N(Cc2cc3cccc(C)c3[nH]c2=O)CC2CCCO2)c1 (centres undefined)
  16 | 7
- CCOc1ccc2[nH]c(=O)c(CN(Cc3ccccc3)C(c3nnnn3C(C)(C)C)C(C)C)cc2c1 (centres undefined)
  46 | 10
- CCc1cc2cc(OC)ccc2nc1SCC(=O)Nc1ccc(N(C)C)cc1
  18 | 7
- CC(C)Oc1ccc(N2CC(C(=O)OCC(=O)Nc3ccc(F)cc3)CC2=O)cc1 (centres undefined)
  -19 | 20
- CCCn1c(SCC(=O)NCc2cccs2)nnc1-c1ccncc1
  -10 | 8
- COCCCN1C(=O)C(O)=C(C(=O)c2ccco2)C1c1ccc(Cl)c(Cl)c1 (centres undefined)
  31 | 20
- Cn1c(=O)oc2cc(S(=O)(=O)Nc3ccccc3OCCN3CCCC3)ccc21
  -14 | 10
- CN(C)C(CNS(=O)(=O)c1ccc2c(c1)NC(=O)CO2)c1ccc2c(c1)OCO2 (centres undefined)
  -35 | 10
- Cc1cccc2cc(C(c3nnnn3C3CCCCC3)N3CCc4ccccc4C3)c(=O)[nH]c12 (centres undefined)
  23 | 14
- CN1C2=C(C(=O)CCC2)C(c2ccccc2)C2=C1CCCC2=O
  15 | 10
- O=C(c1cc(-c2ccc(Cl)cc2Cl)on1)N1CCCCC1
  -45 | 14
- Cc1c(C(=O)NC(C)(C)CN2CCCC(C)C2)sc2ncn(C)c(=O)c12 (centres undefined)
  -14 | 6
- C[N+](C)(C)/N=C/c1ccc(O)c(O)c1
  15 | 31
- CCc1ccccc1NC(=O)CSc1nc(C)nc2sc(C)c(CC)c12
  20 | 17
- Cc1ccsc1C(C(=O)NC1CCCC1)N(C(=O)c1csnn1)c1ccc(F)cc1 (centres undefined)
  2 | 7
- COCCn1c(SCC(=O)N2CCCC(C)C2)nnc1-c1ccccc1 (centres undefined)
  -3 | 18
- Cc1ccc2c(c1)cc(C)c1nn(CC(=O)Nc3c(C)nn(C)c3C)c(=O)n12
  6 | 5
- O=C(OCC(O)CO)c1ccccc1Nc1ccnc2cc(Cl)ccc12 (centres undefined)
  -2 | 9
- CS(=O)CCNC(=O)c1cc2c(Cl)cccc2[nH]1 (centres undefined)
  -22 | 6
- CC[C@H](CCC(C)[C@H]1CCC2C3CCC4C[C@@H](O)CC[C@]4(C)C3CC[C@@]21C)C(C)C (some centres undefined)
  16 | 7
- C=CCSc1nc2ccccc2c(=O)n1Cc1ccco1
  70* | 6

Some values from above.
In EP2 mod, CN1C2=C(C(=O)CCC2)C(c2ccccc2)C2=C1CCCC2=O reads 15
In EP2 antag, C=CCSc1nc2ccccc2c(=O)n1Cc1ccco1 reads 6
In EP2 antag, CN(C)C(CNS(=O)(=O)c1ccc2c(c1)NC(=O)CO2)c1ccc2c(c1)OCO2 (centres undefined) reads 10
In EP2 mod, CC[C@H](CCC(C)[C@H]1CCC2C3CCC4C[C@@H](O)CC[C@]4(C)C3CC[C@@]21C)C(C)C (some centres undefined) reads 16

Other records:
Every second line gives: EP2 mod | EP2 antag
- CCC(c1nnnn1CC1CCCO1)N(Cc1ccc(F)cc1)Cc1cc2cccc(C)c2[nH]c1=O (centres undefined)
  9 | 13
- COc1ccc(OCC(=O)Nc2cc(NC(=O)c3ccco3)ccc2OC)cc1
  -58 | 10
- C=CCN(C(=O)CNC(=O)c1cccs1)C(C(=O)NC1CCCC1)c1ccccc1 (centres undefined)
  -18 | 7
- Cc1nn(CC(=O)N2CCOCC2)c(=O)c2cc3occc3n12
  -3 | 1
- CC1Cc2cc(CN(CCCN(C)C)Cc3ccccn3)ccc2O1 (centres undefined)
  24 | 6
- O=C(CSc1nc2cc(Cl)ccc2s1)N1CCOCC1
  -44 | 14
- CCc1nc2cc(NC(=O)Cc3c(C)nc(OC)nc3OC)ccc2n1C
  -44 | 6
- C=CCNCc1cc2c(C(C)(C)C)nn(-c3ccc(F)cc3)c2[nH]c1=O
  -16 | 6
- CC1CCN(c2nc3c(c(=O)[nH]2)CN(Cc2ccc(F)c(F)c2)CC3)CC1
  -8 | 5
- COC(=O)c1c(NC(=O)c2ccc3c(c2)OCO3)sc(C(=O)Nc2ccc(F)cc2)c1C
  -26 | 11
- CCn1c(=O)c2c(nc(SCC(=O)c3ccc(C)cc3)n2C)n(C)c1=O
  -26 | 9
- CC12CN3CC(C)(CN(C1)C3c1ccc(O)cc1O)C2O (centres undefined)
  -17 | 14
- Cn1c(=O)n(CC(=O)NC(C)(C)C)c2cccnc21
  -6 | 7
- O=C(CSc1n[nH]c(-c2ccncc2)n1)Nc1ccccc1F
  22 | 0
- CCCn1c(SCC(=O)Nc2ccc(F)cc2)nnc1-c1ccco1
  -8 | 12
- COc1cccc(/C(O)=C2/C(=O)C(=O)N(CCN(C)C)C2c2ccco2)c1 (centres undefined)
  2 | 8
- O=C(Nc1ccc(F)c(Cl)c1)C1CCN(C(=O)c2cccs2)CC1
  -113 | 14
- Cc1ccsc1CN1CCc2nc(N3CCCC(C)C3)[nH]c(=O)c2C1 (centres undefined)
  -28 | 5
- Cc1cc(OCC(=O)Nc2nc3ccc(S(C)(=O)=O)cc3s2)cc(C)c1Cl
  -116 | 26
- COC(=O)c1c(NC(=O)C2CC2)sc(C(=O)Nc2cc(C)ccc2C)c1C
  -75 | 8
- Cc1cc2ccccc2nc1SCCN1CCCCC1
  18 | 15
- COc1ccc(NC(=O)N(Cc2ccco2)Cc2cc3cc4c(cc3[nH]c2=O)OCCO4)cc1
  -75 | 11
- CC(C)OC(=O)c1[nH]ncc1[N+](=O)[O-]
  -5 | 10
- CC1(C)C2CC[C@]3(C)C(C(=O)C=C4[C@@H]5C[C@@](C)(C(=O)O)CC[C@]5(C)CC[C@]43C)[C@@]2(C)CC[C@@H]1OC(=O)CCC(=O)O (some centres undefined)
  7 | 9
- Cc1ccc(CN(CCCn2ccnc2)Cc2ccccc2O)s1
  21 | 15
- CS(=O)CCNC(=O)CN1N=C(C(C)(C)C)Cn2c(cc3ccccc32)C1=O (centres undefined)
  -17 | 8
- CC(C)N1CC=C2C(C1)C(c1ccc(Cl)cc1)C(C#N)=C(N)C2(C#N)C#N (centres undefined)
  79* | 10
- O=C(c1cc2ccccc2oc1=O)N(Cc1ccc(Cl)cc1)C1CCCC1
  25 | 3
- CN[C@H](CC(C)C)C(=O)N[C@H]1C(=O)N[C@@H](CC(N)=O)C(=O)N[C@H]2C(=O)N[C@H]3C(=O)N[C@H](C(=O)N[C@H](C(=O)O)c4cc(O)cc(O)c4-c4cc3ccc4O)[C@H](O)c3ccc(c(Cl)c3)Oc3cc2cc(c3O[C@@H]2O[C@H](CO)[C@@H](O)[C@H](O)[C@H]2O[C@H]2C[C@](C)(N)[C@H](O)[C@H](C)O2)Oc2ccc(cc2Cl)[C@H]1O
  12 | 11
- COc1cccc(-c2nc3cnccn3c2NCc2ccc3c(c2)OCO3)c1OC
  -19 | 15

Exported as tab-separated lines: entries from further up
Structure	EP2 mod	EP2 antag
COc1ccc(NC(=O)N(Cc2ccco2)Cc2cc3cc4c(cc3[nH]c2=O)OCCO4)cc1	-75	11
CC(C)OC(=O)c1[nH]ncc1[N+](=O)[O-]	-5	10

(further entries)
Every second line gives: EP2 mod | EP2 antag
- CC(C)N(C(=O)Cn1nc(-c2cccs2)cc(N)c1=O)C(C)C
  -17 | 6
- O=C(CCn1cnc2ccccc2c1=O)Nc1ccc(S(=O)(=O)N2CCOCC2)cc1
  2 | 7
- COCCN(CCOC)c1nc(-c2ccc(C)cc2)nc2ccccc12
  39 | 11
- O=C(CSc1nc2ccccc2o1)NCCc1ccccc1
  -85 | 10
- Cc1onc(-c2ccccc2)c1C(=O)NC1C(=O)N2[C@@H]1SC(C)(C)[C@@H]2C(=O)O (some centres undefined)
  11 | 10
- CCC(C)Nc1nc2c(c(=O)[nH]c(=O)n2C)n1CCCc1ccccc1 (centres undefined)
  1 | 8
- Cc1ccc(-c2nc(NC(=O)c3cccs3)sc2C)cc1C
  -15 | 6
- O=C(Cn1ncc2cccn2c1=O)NCCc1ccccc1
  5 | 6
- CCC(C(=O)OC(C)C)n1cnc2sc(C(=O)Nc3ccccc3)c(C)c2c1=O (centres undefined)
  -56 | 13
- CC1CCCCN1C(=O)Nc1ccc(Cl)cc1 (centres undefined)
  -101 | 5
- CCN1CCN(C(=S)NC)CC1
  20 | 9
- COc1ccc(NC(=O)N2CCCC2C(=O)Nc2ccc(Cl)cc2)cc1 (centres undefined)
  -3 | 12
- O=C(c1cccnc1)C1CCN(C(=O)c2ccco2)CC1
  -6 | 12
- COc1ccc(OCc2nnc(SCC(=O)N3CCc4ccccc43)n2-c2ccc(F)cc2)cc1
  5 | 11
- Cc1cc2ccccc2n2c(=O)n(CC(=O)NC3CCCCC3)nc12
  -48 | 6
- CC(Sc1nnc(-c2ccccc2O)o1)C(=O)Nc1ccc(Br)cc1 (centres undefined)
  -64 | 4
- O=C(Nc1ccc(NC(=O)C2CC2)cn1)c1cccc(Cl)c1
  -57 | 21
- O=c1cc(N2CCOCC2)oc2c(-c3ccccc3)cccc12
  16 | 7
- Nc1ccccc1SCc1cc(=O)[nH]c2ccccc12
  -28 | 9
- NC(=O)C1CCN(C(=O)Cn2nc(C(c3ccccc3)c3ccccc3)oc2=O)CC1
  -32 | 8
- COc1nc(C)ccc1-c1noc(-c2ccc(F)cc2)n1
  -23 | 7
- CCCc1nc2ccc(NC(C)=O)cc2c(=O)n1Cc1ccc(-c2cccc(OC)c2)cc1
  -26 | 8
- CCOc1nc(N)c(C#N)c(-c2ccccc2Cl)c1C#N
  -23 | 8
- C=C(C)Cn1c(N(C)C)nc2c1c(=O)n(C)c(=O)n2C
  -8 | 5
- COc1ccc(NC(=O)N(Cc2ccccc2OC)Cc2cc3cccc(C)c3[nH]c2=O)cc1
  17 | 5
- C[C@@]12CCC(=O)C=C1CC[C@H]1[C@H]2[C@@H](O)C[C@]2(C)[C@@H]1CC[C@@]2(O)C(=O)COC(=O)C1CCCC1
  -6 | 50*
- COc1ccccc1-n1c(SCC(=O)N2CCc3ccccc32)nnc1-c1cccnc1
  -14 | 13
- COCCNC(=O)C1CCN(S(=O)(=O)c2cc(OC)ccc2OC)CC1
  0 | 13
- N#Cc1nnc2cc(-c3ccc(Br)cc3)nn2c1N
  -28 | 8
- Cc1cc(NC(=O)/C=C/C(=O)O)nc(C)n1
  31 | 14
- CCOC(=O)c1sc(NC(=O)CSc2nnnn2-c2cccc(OC)c2)nc1C
  -71 | 7
- CC1Cc2cc(C(O)CN3CCCCCC3)ccc2N1S(C)(=O)=O (centres undefined)
  -20 | 8
- COc1ccc(Cl)cc1NC(=O)C1=C(C)NC(=O)NC1c1ccc(O)cc1 (centres undefined)
  22 | 4
- CCN(CC)CCOC(=O)C(Cc1cccc2ccccc12)CC1CCCO1 (centres undefined)
  6 | 12
- O=C(Nc1ccccc1)N(CCO)Cc1cc2cc3c(cc2[nH]c1=O)OCO3
  -23 | 15
- COc1ccc(N(CC(=O)N2CCN(C)CC2)S(=O)(=O)c2ccc(F)cc2)cc1
  -16 | 10
- CCOC(=O)c1cccc(NC(=O)CN2CCC(n3nnc4cc(C)ccc43)CC2)c1
  -15 | 8
- Cc1csc(NC(=O)CN2CCC(c3ccc(F)cc3)CC2)n1
  -124 | 5
- Cc1ccc2[nH]c(=O)c(C(c3nnnn3C(C)(C)C)N3CCC(Cc4ccccc4)CC3)cc2c1 (centres undefined)
  -12 | 13
- CCc1nnc(NC(=O)CSc2nc(C(C)C)nc3sc4c(c23)CCCC4)s1
  12 | 10
- O=C(CSc1nc(C2CC2)nc2sc3c(c12)CCCC3)Nc1nccs1
  11 | 10
- C[n+]1ccc(C(=O)NCc2ccccc2)cc1
  10 | 9
- Cc1ccc(C(C(=O)NC(C)(C)C)N(Cc2cccnc2)C(=O)c2csnn2)cc1 (centres undefined)
  22 | 8
- CCOC(=O)c1c(NC(C)=O)sc([N+](=O)[O-])c1C1CC1
  -2 | 10
- CCn1c(COc2ccc(Br)cc2)nnc1SCC(=O)Nc1cccc(C(C)=O)c1
  -8 | 6
- O=C(Cn1c(SCC(=O)N2CCCCCC2)nc2ccccc21)NC1CCCCC1
  -35 | 1
- CC1CCN(c2nc3c(c(=O)[nH]2)CCN(Cc2ccc(OC(F)(F)F)cc2)C3)CC1
  -19 | 7
- Cc1ccc(-c2cc(N)c(=O)n(CC(=O)N3CCCC(C)C3)n2)s1 (centres undefined)
  -95 | 14
- Cc1cc(-c2cc(N)c(=O)n(CC(=O)Nc3ccc4c(c3)CCC4)n2)c(C)o1
  -81 | 11
- Cc1cc(C)c2[nH]c(=O)c(CN(C(=S)NCc3ccco3)C3CCCCC3)cc2c1
  -27 | 12
- O=C(c1ccc(CN2CCOCC2)o1)N1CCC2(CC1)Nc1ccccc1-n1cccc12
  -48 | 8
- COc1ccc(NC(=O)COc2ccc3oc(-c4ccc(OC)cc4)cc(=O)c3c2)cc1
  1 | 7
- CC(=O)c1ccc(NC(=O)C(C)Sc2ncccc2-c2nc3ccccc3[nH]2)cc1 (centres undefined)
  -54 | 13
- COc1ccc(N2CC(C(=O)OCC(=O)Nc3cccc(Cl)c3)CC2=O)cc1 (centres undefined)
  10 | 10

Screening results: PubChem BioAssay, Emory University Molecular Libraries Screening Center

Not all compounds are listed. The share of hits here may be higher or lower than overall.
